Pf Dd2 growth – qHTS Primary assay for Inhibitors of Plasmodium falciparum Dd2 growth in vitro; P. falciparum Dd2 growth, SYBR Green, 72 h; Potency, µM (doses to about 28.9 µM), for the others: at the top dose activity, negative = inhibition, actives largely listed as inhibitors; hit rate 4.3% among 120,000; active = well fitted inhibition curve with a large enough effect; inconclusive = small, poorly fitted or top-dose-only effect; inactive = no such curve, though single readings can be large or run the other way;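 also: plate controls were DMSO vehicle for no effect and reference drug for full effect; nearly all actives have a fitted effect of over 65% in size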
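Infected erythrocytes (Dd2, 0.3% parasitemia, 2.5% hematocrit final) are added to compound in RPMI-1640/Albumax II medium, grown 72 h at 37C in low oxygen, then lysed with saponin/Triton-X containing SYBR Green and read by fluorescence.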
The depositor's hits bear a star; i = inactive; ? = inconclusive; & = joins results of further samples; [ ] = dose if it differs, or a comment. Potency is read from the fitted curve at half-maximal effect. This is a subset; the hit share may differ from the screen's.

#	SMILES	Pf Dd2 growth
1	CC(C)CNC1(Cc2cc(-c3ccc(F)cc3)on2)COC1	?
2	Cc1ccc2c(c1)nc1n2[C@@H](CNC(=O)NC(C)C)COC1	-18%[44.1 µM]
3	O=C(CCSCc1cnn(-c2ccccc2)c1-n1cccc1)NCc1ccc(Cl)cc1	i
4	O=Cc1ccc(-c2cccc(O)c2)cc1	11%[44.1 µM]
5	Cc1ccc2nc(C3CCN(Cc4ccccc4)CC3)[nH]c(=O)c2c1	-5%&9%
6	CC1(O)CCCN(c2ncc(C(C)(C)C(=O)O)c(N3CCOCC3)n2)C1 (configuration not stated)	?
7	CC(CNCc1cccnc1N1CCOCC1)Cc1ccc2c(c1)OCO2 (configuration not stated)	-18%
8	O=C1Nc2ccccc2CC12CN(Cc1cccnc1)C2	18%[44.1 µM]
9	COc1ccc(-c2cc3c(=O)n(CCNC(=O)Cc4cccs4)ccn3n2)cc1	i
10	Cc1ccc(CCNC(=O)c2cc3c(=O)[nH]c(C)cn3n2)cc1	-2%
11	Cc1cccc(C(=O)N2CC(N(CC3CC3)C3CCOCC3)C2)c1	-27%
12	CCC(Sc1nc2ccccc2c2nc(-c3ccccc3)nn12)C(=O)Nc1cccc(OC)c1 (configuration not stated)	-22%
13	Cc1ccc(NC(=O)/C=C/c2ccc(Cl)cc2)c(Br)c1	33%
14	Cc1onc(C(=O)NC2CCN(c3ccc(=O)n(C)n3)CC2)c1CN1CCCC1	i
15	Cc1noc(C)c1-c1ccc2c(n1)CN(Cc1ccc(C(F)(F)F)cc1)C(=O)CO2	i
16	COc1ccc(NC(=O)Cn2c(=O)c(-c3noc(C)n3)c3n(c2=O)CCCC3)c(OC)c1	27%
17	Cc1n[nH]c(C)c1C(N)C(=O)N(Cc1cccnc1)Cc1cccnc1 (configuration not stated)	-9%
18	COc1cc(OC)cc(C(=O)N2C[C@@H](F)C[C@H]2C(=O)N2CCCCC2)c1	24%
19	COc1ccc(C(=O)Nc2onc3c2CCCC3)cc1	21%
20	CNC(=O)C1CN(c2cccc(Cl)c2)C(=O)N1 (configuration not stated)	-1%[44.1 µM]

A few values from the entries so far:
cpd 12 | Pf Dd2 growth = -22%
cpd 11 | Pf Dd2 growth = -27%
cpd 20 | Pf Dd2 growth = -1%[44.1 µM]

An excerpt from above in order of heavy-atom count, rising.
#	SMILES	Pf Dd2 growth
20	CNC(=O)C1CN(c2cccc(Cl)c2)C(=O)N1 (configuration not stated)	-1%[44.1 µM]
11	Cc1cccc(C(=O)N2CC(N(CC3CC3)C3CCOCC3)C2)c1	-27%
3	O=C(CCSCc1cnn(-c2ccccc2)c1-n1cccc1)NCc1ccc(Cl)cc1	i

(continued)
#	SMILES	Pf Dd2 growth
21	COc1ccc(-c2noc(CCC(=O)N(C)c3cc(Cl)ccc3OC)n2)cc1	-17%
22	CCC(=O)Nc1cc(-c2nc3cc(C)cc(C)c3o2)ccc1C	?
23	COc1ccc(C2Cn3nnc(-c4nc(-c5ccc(C)c(C)c5)no4)c3CO2)cc1 (configuration not stated)	i
24	Cc1cc(=O)n(CC(=O)Nc2cc(F)ccc2F)c(N2CCc3ccccc3C2)n1	i
25	COCCn1c(=O)c2c(n1Cc1ccccc1)CN(C(=O)c1cc3ccccc3[nH]1)CC2	-25%[44.1 µM]
26	O=[S+]([O-])(c1cccc(C(F)(F)F)c1)N1CCN(c2nc3ncccc3o2)CC1	-14%
27	COc1ccc(NC(=O)N[C@H]2CO[C@H]3[C@@H]2OC[C@@H]3n2cc(CN(C)Cc3ccccc3)nn2)cc1	1%
28	Cn1nc(CN2CCOCC(CO)C2)c2c(Cl)cccc21 (configuration not stated)	-13%
29	COc1ccc2c(c1)c(CC(=O)Nc1cc(C)c(OC)c(C)c1)c(C)n2C(=O)c1ccc(Cl)cc1	i
30	COc1ccc(N2CC(NC(=O)COc3ccc4ccccc4c3)CC2=O)cc1 (configuration not stated)	20%
31	CNc1ncc(C(=O)N2C[C@H]3COc4ccccc4C[C@@]3(C(=O)O)C2)cn1	-4%
32	O=C(Cc1ccccc1)N1CCC(C(=O)O)(c2ccccc2)CC1	15%
33	COc1ccc(CC(=O)N2CCC(Oc3nccnc3N(C)C)C2)cc1 (configuration not stated)	?
34	CCC1=C(C(=O)OC)C(c2ccccc2OC)N2C(CC(=O)N3CCC(C)CC3)=CSC2=N1 (configuration not stated)	?
35	Cn1c(CNC(=O)CC2CCOC3(CCN(S(C)(=O)=O)CC3)C2)nc2ccccc21 (configuration not stated)	-13%
36	CN(CCNC(=O)CCc1cc2ccccc2[nH]c1=O)C1CCCCC1	?
37	Cc1ccc(CN2CCCCCNC(=O)[C@H]3C[C@H](C(=O)N4CCc5ccccc5C4)C[C@H]32)o1	?
38	Cc1nc(-c2c3n(c(=O)n(CC(=O)Nc4cccc(Cl)c4C)c2=O)CCCC3)no1	-6%
39	Cc1ccc(NC(=O)CN2C(=O)COc3ccc(S(=O)(=O)N4CCOCC4)cc32)cc1N(C)C	12%
40	COc1ccc(C2C=C(c3ccc(C)cc3)Nc3c(C(=O)Nc4ccccc4)cnn32)cc1 (configuration not stated)	8.9µM*

Structural class, the entries above with sulfur.
#	SMILES	Pf Dd2 growth
3	O=C(CCSCc1cnn(-c2ccccc2)c1-n1cccc1)NCc1ccc(Cl)cc1	i
9	COc1ccc(-c2cc3c(=O)n(CCNC(=O)Cc4cccs4)ccn3n2)cc1	i
12	CCC(Sc1nc2ccccc2c2nc(-c3ccccc3)nn12)C(=O)Nc1cccc(OC)c1 (configuration not stated)	-22%
26	O=[S+]([O-])(c1cccc(C(F)(F)F)c1)N1CCN(c2nc3ncccc3o2)CC1	-14%
34	CCC1=C(C(=O)OC)C(c2ccccc2OC)N2C(CC(=O)N3CCC(C)CC3)=CSC2=N1 (configuration not stated)	?
35	Cn1c(CNC(=O)CC2CCOC3(CCN(S(C)(=O)=O)CC3)C2)nc2ccccc21 (configuration not stated)	-13%
39	Cc1ccc(NC(=O)CN2C(=O)COc3ccc(S(=O)(=O)N4CCOCC4)cc32)cc1N(C)C	12%

(list continues)
#	SMILES	Pf Dd2 growth
41	Fc1c(Cl)cccc1Nc1ncncc1-c1nc(-c2ccccc2)no1	i
42	CC(C)(C)C(=O)Nc1nc2c(s1)C[C@@H]1[C@](C)(CO)[C@H](O)CC[C@@]1(C)[C@@H]2CC(=O)NCCN1CCOCC1	12%
43	Cc1ccc(C2Cn3nnc(-c4noc(CNC(=O)c5ccccc5)n4)c3CO2)cc1 (configuration not stated)	?
44	CCOc1ccc(NC(=O)Cn2c(=O)cc(C)c3c(C)nn(-c4ccc(CC)cc4)c32)cc1	36%[activator]
45	Cc1ccc(S(=O)(=O)NC[C@H]2OC[C@@H](NCc3cccnc3)[C@@H]2O)cc1	16%[44.1 µM]
46	Cc1ccc(C)c(S(=O)(=O)N2CCC(CC(=O)NCc3ccccc3)C2)c1 (configuration not stated)	16%
47	Cc1cccc(NS(=O)(=O)c2ccc(-n3cccn3)cc2)c1C	-18%
48	O=C1NCCCc2[nH]c(-c3cc(-c4cccc(F)c4)no3)nc21	-19%
49	COc1ccc(-c2noc(-c3cccnc3N3CCN(c4ccc(OC)cc4)CC3)n2)cc1	?
50	CCC(=O)N1CCC(OC2CCN(Cc3cccnc3)CC2)CC1	?
51	Cc1ccc(S(=O)(=O)c2nc(S(C)(=O)=O)sc2NCc2ccccc2)cc1	?
52	COc1ccc2[nH]c(=O)c(CN(C(=O)c3cccc(Cl)c3)c3cccc(C)c3)cc2c1	?
53	COc1ccc(C(=O)N2C[C@@H]3C[C@H](C2)c2ccc(NS(=O)(=O)c4ccc(NC(C)=O)cc4)c(=O)n2C3)cc1	-16%
54	COc1ccc(-c2ccc(COc3ccc4c(cnn4CCC(=O)O)c3)cc2)c(Cl)c1	i
55	COc1ccc(C(=O)N2CCCC3(CC(c4cccnc4)=NO3)C2)cc1 (configuration not stated)	i
56	Cc1oc2c(c1C(=O)N1CCOCC1)CN(Cc1cccnc1)CC2	-6%
57	CCOc1cccc(CNC(=O)C2CCN(c3cn[nH]c(=O)c3)C2)c1 (configuration not stated)	i
58	CC(=O)Nc1ccccc1-c1c(C)nn2c1N(C(=O)Cc1ccc(Cl)cc1)CCC2	-24%[44.1 µM]
59	CSc1cccc(Nc2ncncc2-c2nc(-c3ccccc3)no2)c1	i
60	CN(C)C[C@@H]1CN(C)C[C@H]1NC(=O)CCCc1ccccc1	0%
61	Cc1nc(C)c(C(=O)N2CCC(c3noc(-c4cnccn4)n3)C2)s1 (configuration not stated)	i[5.79 µM]
62	O=c1oc2ccccc2cc1-c1cn2cc(Cc3cc(Cl)ccc3Cl)sc2n1	56%[activator]
63	O=C(Cn1nc2c(cc1=O)CCCCC2)Nc1nc2ccccc2s1	-1%
64	CC(C)NC(=O)C[C@@H]1C[C@H]2O[C@H](CNC3CCN(C)CC3)[C@@H](O)[C@H]2O1	27%[44.1 µM]
65	Cc1c(-c2nnc(SCC(=O)Nc3ccc(Cl)cc3)o2)nnn1-c1ccc(F)cc1	18%
66	O=C(CC1CCCN(c2cn[nH]c(=O)c2)C1)NCCC1=CCCCC1 (configuration not stated)	-10%
67	CCCc1ccc(S(=O)(=O)N2C[C@@H]3C(=O)N(C(CC)c4cccs4)C(=O)[C@@H]3C2)cc1 (some centres not stated)	?
68	O=C(NCCCN1CCCCC1)c1ccc2c(c1)sc1nc(-c3ccc(F)cc3)cn12	2.8µM*
69	O=C([C@@H]1C[C@H](Oc2cccnc2)CN1C(=O)c1n[nH]c(=O)c2ccccc12)N1CCCC1	i
70	Fc1ccccc1CNC[C@H]1Cn2cc(-c3ccccc3)nc2CO1	i
71	CCOC(=O)c1cc(NC(=O)c2ccc(C)cc2)c(=O)n2c1oc1ccccc12	-18%
72	CC1=NS(=O)(=O)N(Cc2ccccc2)C=C1C(=O)OCc1nc(-c2ccccc2F)no1	i
73	CN1C[C@H](C(=O)Nc2ccccc2)C[C@H]1c1cccc(C(F)(F)F)c1	?
74	O=C1NCCCCCCN(Cc2ccncc2)[C@@H]2CN(C(=O)Nc3ccc4c(c3)OCCO4)CC[C@H]12	?
75	Cc1cc(=O)n(CC(=O)NCc2cccs2)c(N(C)Cc2ccccc2)n1	-45%
76	CCCc1noc(-c2nc(-c3ccc(OC)c(OC)c3)no2)n1	i
77	O=Cc1cccc(-c2ccc(OC(F)(F)F)cc2)c1	4%[44.1 µM]
78	COc1ccc(Cl)cc1S(=O)(=O)N1CCCC(Cn2c(C)nc3cccnc32)C1 (configuration not stated)	?
79	COCCNC(=O)C1CCN(C(=O)N2CC3CC(C2)[C@H]2CCCC(=O)N2C3)CC1 (some centres not stated)	24%
80	O=C(NCC1CCN(Cc2ccccn2)C1)Nc1ccccc1Cl (configuration not stated)	i
81	Cc1ccc(C2Cn3nnc(-c4nc(-c5ccc(C(F)(F)F)cc5)no4)c3CO2)c(C)c1 (configuration not stated)	4%
82	Cc1cc(NC(=O)Cn2c(=O)c(-c3noc(C)n3)c3n(c2=O)CCCCC3)no1	3%
83	COc1cc(-c2ccnc3nc(CCc4ccccc4)nn23)cc(OC)c1OC	11µM*
84	CC(C)c1nc2ccc(C(=O)NC(C)c3ccccc3)cc2o1 (configuration not stated)	23%
85	O=C(NCc1nnc2ccc(-c3ccccc3)nn12)c1ccc[nH]1	-14%
86	COc1ccc(CC(=O)Nc2ccc(N3CCC(NCCc4c(C)n[nH]c4C)CC3)cc2)cc1	-22%
87	Cc1ccc(CNC(=O)CCCCn2c(=O)c3ccccc3n(Cc3ccc(C)cc3)c2=O)cc1	i
88	COc1ccc(-c2nc(C3CC3)nc3c2CCN([S+](=O)([O-])c2ccccc2)CC3)cc1	7.9µM*
89	COc1cccc(-c2cc(C(=O)NCc3cccnc3)c3c(c2)N(C)CCO3)c1OC	?
90	COc1ccc(-c2cc([C@H]3CN4CC[C@H]3C[C@@H]4CNC(=O)c3cccs3)nc(C)n2)cc1OC	?
91	Cc1ccc(O[C@H]2CCOC[C@H]2NC(=O)CCN2CCCCO2)cn1	-9%
92	Cc1ccccc1-n1nc(C)c2c1NC(=O)CSC2c1ccccc1C(F)(F)F (configuration not stated)	?
93	CCN(CC)S(=O)(=O)c1ccc2c(c1)N(CC(=O)N1CCN(c3cc(Cl)ccc3C)CC1)C(=O)CO2	2%
94	CC(C)CN(CC1CN(C(=O)NCc2ccccc2)CCO1)C(=O)c1ccc2c(c1)OCO2 (configuration not stated)	-4%
95	COc1ccc(NC(=O)CCS(=O)(=O)c2ccc3c(c2)n(C)c(=O)c(=O)n3C)cc1Cl	22%
96	COc1ccc(C(=O)N[C@@H](Cc2ccccc2)C(=O)N2CCCOCCNC(=O)CC2)cn1	-16%
97	COCCc1nncn1C1CCN(C(=O)c2cc(F)cc(F)c2)CC1	3%
98	Cc1ccc(C)c(N2CCN(C(=O)C3CCN(c4nc5ccc(C)cc5[nH]4)CC3)CC2)c1	-8%
99	Cc1nnc(C2CCCCCN2C(=O)c2nn(C)c3ccccc23)o1 (configuration not stated)	-3%
100	Brc1ccc(-c2cn3cc(Cc4ccccc4)sc3n2)cc1	26%

(further entries)
#	SMILES	Pf Dd2 growth
101	CC(C)c1ccccc1NC(=O)N1CCOC(C(F)(F)F)C1 (configuration not stated)	4%
102	CCOCC(=O)N1CCCn2cc(-c3ccccc3)nc21	i
103	COc1ccc(Cl)cc1NC(=O)CN1C(=O)COc2ccc(S(=O)(=O)NC3CCCC3)cc21	8%
104	NC(=O)COc1ccc(C(=O)N[C@@H]2CN(Cc3ccccn3)CCC[C@H]2O)cc1	-27%[44.1 µM]
105	Fc1ccc(-c2nc(Nc3cccc(C(F)(F)F)c3)nc3c2COc2ccccc2-3)cc1	10µM*
106	CC(=O)Nc1cccc(C(=O)N2CCCN(c3cc(-c4ccc(C)c(C)c4)[nH]n3)CC2)c1	i
107	COc1ccccc1N1CCN(C(=O)c2ccc3c(c2)N(Cc2cc(C)ccc2C)C(=O)c2ccccc2S3(=O)=O)CC1	?
108	COC[C@H]1C[C@@H](NC(=O)Nc2cccc(F)c2)[C@H](O)[C@@H]1O	8%[44.1 µM]
109	O=C(NCCCc1ccncc1)C1CC12CCN(C(=O)c1cccc(C(F)(F)F)c1)CC2 (configuration not stated)	?
